Screening data (PubChem BioAssay)
KOR beta-arrestin-1 – kappa opioid receptor activators – cell-based, luminescence, uHTS, primary screen (AID 1777) | KOR beta-arrestin recruitment, luminescence; higher % means a stronger effect | one-dose activation, % at 10 µM; EC50 in µM for titrated hits | 280,000 tested, 0.02% active; in the data active = activation above about 50%, passing the limit was not always enough; also: a part of the inactive calls stands beside numbers as strong as those of hits
GPR55 beta-arrestin – GPR55 agonists via beta-arrestin recruitment, primary screen, imaging, U2OS cells, beta-arrestin-GFP redistribution (AID 1961); U2OS GPR55 beta-arrestin-GFP redistribution imaging; higher % means a stronger effect; one-dose activation, % at 10 µM; EC50 in µM for titrated hits; 290,000 tested, 0.048% active;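 active = activation above 40% with more than 50 cells counted in the well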;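 also: U2OS osteosarcoma cells stably expressing GPR55 and beta-arrestin-GFP; plate controls were DMSO negative control for no effect and LPI positive control for full effect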
Rac1 GTP hydrolysis – MgcRacGAP GTPase-activating activity inhibitors, confirmation, biochemical, ADP Hunter fluorescence | 340,000 tested, 0.6% active | MgcRacGAP-stimulated Rac1 GTP hydrolysis, ADP Hunter fluorescence; higher % means a stronger effect; GST-tagged Rac1 F28L mutant substrate | one-dose inhibition, % at 30 µM; IC50 in µM for titrated hits;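 active = first-screen hits whose inhibition reached a set limit at any dose in the follow-up dose series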;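 also: fluorescence reports GDP produced by GAP-driven GTP hydrolysis; strong numbers were not always called active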
UTI89 phage lysis – inhibition of K1F phage lysis, E. coli UTI89, bacterial capsule biogenesis inhibitors, alamar blue (AID 488966); 340,000 tested, 0.02% active; inhibition, % at 100 µM; hits with a dose series show IC50 in µM; E. coli UTI89 K1F phage lysis, alamar blue, 2 h; higher % means a stronger effect;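 active = phage lysis inhibition, versus mean bacterial control, above a set limit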;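 also: capsule biogenesis inhibitors block K1F phage lysis so surviving cells raise fluorescence; higher fluorescence means more inhibition of phage lysis; actives were called in the ten point dose series up to 300 µM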
GPR35 antagonists – inhibition of zaprinast-stimulated GPR35 beta-arrestin translocation – imaging, U2OS, beta-arrestin-GFP, zaprinast agonist, primary screen (AID 2058); 290,000 tested, 0.052% active; one-dose inhibition, % at 10 µM; IC50 in µM for titrated hits; U2OS GPR35 beta-arrestin-GFP translocation imaging, zaprinast antagonism; higher % means a stronger effect;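 active = inhibition of at least 50% with at least 30 cells and total cytoplasm GFP at most 10,000,000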
NTR1 agonist – NTR1-driven beta-arrestin-GFP spot formation – imaging, U2OS cells, high content, primary screen (AID 493036); P30989; agonist mode; activation, % at 20 µM; 330,000 tested, 0.17% active;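 active = activation at or above 40% of the spot to cytoplasm intensity ratio, with at least 20 cells analyzed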;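 also: 0% = DMSO without peptide and 100% = 100 nM NTR1 peptide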
Target sequence (P30989 whole entry, looked up): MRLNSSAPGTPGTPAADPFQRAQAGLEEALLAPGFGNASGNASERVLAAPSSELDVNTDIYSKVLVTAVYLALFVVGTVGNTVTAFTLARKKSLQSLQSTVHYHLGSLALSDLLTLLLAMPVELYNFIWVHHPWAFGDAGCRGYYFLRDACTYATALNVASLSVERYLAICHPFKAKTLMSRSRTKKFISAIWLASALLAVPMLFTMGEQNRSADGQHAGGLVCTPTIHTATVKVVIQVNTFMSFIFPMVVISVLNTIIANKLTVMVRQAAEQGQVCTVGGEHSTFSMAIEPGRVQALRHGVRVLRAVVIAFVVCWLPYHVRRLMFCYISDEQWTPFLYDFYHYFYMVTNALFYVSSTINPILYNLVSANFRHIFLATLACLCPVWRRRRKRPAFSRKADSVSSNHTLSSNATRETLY
GPR55 antagonists – GPR55 antagonists blocking LPI-driven arrestin recruitment, primary screen, imaging, U2OS, beta-arrestin-GFP, LPI agonist (AID 2013). U2OS GPR55 beta-arrestin-GFP translocation imaging, LPI antagonism; higher % means a stronger effect. inhibition, % at 10 µM, or IC50 in µM where a hit was titrated. 290,000 tested, 0.13% active;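 active = spots per cell inhibited over 60%, with over 100 cells counted and total cytoplasm intensity under 500,000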;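 also: U2OS cells stably carrying GPR55 and arrestin-GFP stimulated by 5 µM LPI near EC80; imaged beta-arrestin-GFP aggregate spots per cell after agonist stimulation; plate controls were LPI-stimulated DMSO wells for no effect and DMSO wells without LPI for full effect; some results filed as inactive read as strong as hits; confirmed hits need IC50 under 10 µM and bright autofluorescent wells are also inconclusive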
NOD1 inhibition – inhibition of NOD1-driven NF-kB reporter – cell-based, luminescence, uHTS, primary screen (AID 1578) | 290,000 tested, 1% active | inhibition, % at 4 µM, or EC50 in µM where a hit was titrated | NOD1-driven NF-kB luciferase reporter cells, luminescence; higher % means a stronger effect; in the data active = inhibition mostly above about 36%, no sharp cut-off; inactive = mostly below about 34%;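 also: HEK-293T reporter cells stimulated with the NOD1 agonist gamma-tri-DAP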
KOR beta-arrestin-2 – KOR antagonists, beta-arrestin recruitment, cell-based, luminescence, uHTS (AID 1778); KOR beta-arrestin recruitment, luminescence, antagonist mode; higher % means a stronger effect; inhibition, % at 10 µM, or IC50 in µM where a hit was titrated; 290,000 tested, 0.091% active; in the data active = inhibition above about 50%; also: strong numbers were not always called active
NTR1 agonist cell count 20 µM – recorded beside NTR1 agonist, whose call it bears; cell count; measured here: cell count, cytotoxicity flag
Starred values were filed as active, the others as inactive; . = no result given; [ ] = remark or other dose.

molecule	KOR beta-arrestin-1	GPR55 beta-arrestin	Rac1 GTP hydrolysis	UTI89 phage lysis	GPR35 antagonists	NTR1 agonist	NTR1 agonist cell count 20 µM	GPR55 antagonists	NOD1 inhibition	KOR beta-arrestin-2
NS(=O)(=O)c1ccc(-n2nncc2C23CC4CC(CC(C4)C2)C3)cc1	5.9%	-0.1%	4%	0.2%	3%	0.0	54	-10%	-33%	-7%
O=C(OCC(=O)N1CCN(C(=O)c2ccco2)CC1)c1cc(-c2ccccc2)nc2ccccc12	-4.4%	-0.3%	-9%	-1.3%	-8%	3.2	41	1%	-32%	9%
Cc1cc(C)c(S(C)(=O)=O)c(Sc2ccc(Cl)cc2)n1	2.6%	-0.1%	11%	0.5%	-15%	0.3	27	5%	0%	1%
CCOc1cc(CN2CCN(c3cccc(C(F)(F)F)c3)CC2)ccc1O	3.8%	0.0%	31%	0.2%	-12%	-0.1	96	12%	3%	-18%
CCN(Cc1ccccc1)S(=O)(=O)c1cc(C(=O)c2c(N)n(C)c(=O)n(C)c2=O)ccc1OC	1.8%	0.3%	9%	-0.4%	-4%	4.0	41	12%	0%	-16%
CSc1c(-c2ccccc2)nc2ccccc2c1C(=O)O	1.7%	-0.2%	0%	0.5%	16%	-1.9	67	17%	-2%	-6%
Cc1[nH]c2ccccc2c1/C=N/Nc1nc(Nc2ccccc2)nc(N2CCOCC2)n1	5.3%	0.0%	19%	7.7%	-14%	22	85	1%	11%	-66%
O=C(CN1C(=O)/C(=C\c2ccc(F)cc2)Oc2ccccc21)N1CCN(c2ccccn2)CC1	26%	-0.2%	5%	0.0%	4%	5.4	69	7%	-27%	0%
O=C(NCc1ccccn1)C(F)(F)C(F)(F)C(=O)NCc1ccccn1	-2.5%	0.0%	3%	0.4%	24%	-2.4	86	6%	-14%	14%
Cc1nn(C)cc1S(=O)(=O)N1CCN(c2ccc(F)cc2)CC1	4.1%	-0.1%	5%	0.2%	-6%	2.0	52	2%	-3%	-25%
O=C(OCn1nnc2ccccc2c1=O)C1CCCCC1	-0.7%	0.3%	13%	0.8%	1%	1.4	44	-2%	5%	-11%
CCCc1cc(N2CCCC(C(=O)NCC)C2)n2ncnc2n1 (stereo not given)	8.0%	-0.1%	14%	-0.5%	3%	-1.4	58	1%	-9%	-5%
CCOc1cccc2cc(-c3nnc(NCc4ccc5c(c4)OCO5)s3)c(=O)oc12	25%	-0.2%	7%	2.9%[50 µM]	-6%	.	.	-5%	-44%	14%
COc1ccc(C(O)c2nccn2Cc2ccccc2)cc1OC (stereo not given)	-0.6%	-0.1%	9%	0.3%	-9%	1.4	49	14%	18%	-13%
FC(F)(F)c1ccc2nnc(-c3c(Cl)cccc3Cl)n2c1	-0.7%	-0.1%	8%	0.4%	17%	-0.5	70	.	18%	17%
NC1=NC2(CCCCC2)N=C(Nc2ccc(Br)cc2)N1	-6.2%	-0.1%	12%	6.7%	-2%	-0.6	68	-11%	-16%	1%
Cc1ccc(Sc2nc([N+](=O)[O-])nn2C)cc1	-5.0%	-0.3%	1%	-1.1%	-14%	-0.3	62	-20%	-23%	26%
Cc1cc(C)cc(N(C(C)C(=O)N2CCCCC2)S(C)(=O)=O)c1 (stereo not given)	-9.1%	-0.2%	17%	0.5%	-2%	-0.1	46	-2%	-9%	-32%
COc1cc(OC)cc(C(=O)N2CCCC(Nc3ccc(F)cc3)C2)c1 (stereo not given)	10%	-0.1%	3%	0.0%	-10%	1.4	49	4%	-25%	-30%
CC1C(C)C(O)(c2ccccc2)CCN1C (stereo not given)	-2.4%	-0.3%	4%	0.5%	-7%	1.9	90	9%	-37%	-10%
CCOC(=O)c1c(C)[nH]c(C)c1S(=O)(=O)N1CCC(c2ccccc2)C1 (stereo not given)	-2.0%	0.3%	13%	0.0%	-1%	-1.3	58	-1%	-20%	22%
CS(=O)(=O)N(CC(=O)Nc1ccc(F)cc1)C1CCCCC1	2.7%	0.0%	5%	-0.1%	-2%	-0.4	51	4%	-20%	-22%
COCCN(C(=O)/C=C/c1ccccc1)c1c(N)n(Cc2ccccc2)c(=O)[nH]c1=O	-2.9%	-0.3%	-7%	-0.2%	-5%	4.0	26	15%	-38%	0%
CCSc1nnc(NC(NC(=O)c2ccco2)(C(F)(F)F)C(F)(F)F)s1	-0.1%	-0.2%	11%	0.9%	-2%	0.3	55	10%	10%	14%
CCn1c(=NC(=O)c2ccc(S(=O)(=O)N3CCOCC3)cc2)sc2cccc(OC)c21	0.3%	0.6%	8%	5.2%	-16%	0.8	65	-14%	41%	-62%
CCOC(=O)C1CCN(Cc2ccc3ccccc3c2)CC1	-3.0%	-0.1%	27%	0.1%	-6%	0.6	62	-7%	-28%	30%[20 µM]
O=C(Nc1ccccn1)C12CC3CC(CC(C3)C1)C2	3.4%	0.0%	4%	1.6%	-5%	-1.9	60	14%	-16%	34%
CCOc1cc(/C=N/NC(=O)c2cccnc2)ccc1OCC(=O)N1CCOCC1	-4.2%	-0.2%	7%	0.8%[50 µM]	14%	-1.8	80	4%	-11%	10%
O=C(N/N=C/C1CC=CCC1)c1ccc(Cl)cc1O (stereo not given)	5.9%	-0.1%	4%	0.4%	12%	0.1	67	4%	9%	-2%
CC(=O)N(Cc1ccccc1C)c1cccc(C)c1C	-2.0%	-0.2%	5%	1.9%	-17%	0.1	33	13%	-20%	13%
O=C(CCN1CCCCC1)Nc1cccc(Cl)c1	7.6%	-0.1%	14%	0.3%	0%	1.8	44	-3%	-22%	20%
C#CCOCCOCCOCCNc1nc(N2CCN(C(=O)[C@H]([C@@H](C)CC)n3cc(CCCN=C(N)N)nn3)CC2)nc(N2CCN(C(=O)[C@H](C)n3cc(CCCN=C(N)N)nn3)CC2)n1	-1.2%	0.2%	.	.	8%	0.0	71	18%	-25%	0%
Cc1cc(C)nc(NC(=O)c2ccc(C)c([N+](=O)[O-])c2)n1	-2.3%	-0.3%	-3%	-0.3%	13%	2.2	54	0%	-13%	-16%
CC(=O)N1c2ccccc2C(C)=CC1(C)C	2.0%	0.0%	6%	0.6%	2%	0.6	52	-4%	2%	-1%
CCCCOc1ccc(-c2nnn(CC(=O)NCc3ccco3)n2)cc1	2.5%	-0.1%	-2%	0.9%	-5%	0.2	52	-1%	-76%	-61%
O=C(Cn1nnc2c(sc3nc4c(c(-c5ccccc5)c32)CCC4)c1=O)c1ccccc1	0.3%	-0.2%	10%	-0.2%	-12%	3.4	39	-11%	5%	-52%
Cc1oc(C)c2c(=O)ccc3c(c12)OC(N)=C(C#N)C3c1ccccc1Cl (stereo not given)	5.0%	-0.1%	11%	0.1%	-8%	0.2	63	0%	-1%	4%
O=C(CCn1c(=S)oc2ccccc21)Nc1ccccc1F	-0.4%	0.6%	3%	0.5%	-11%	1.7	80	12%	-8%	-8%
C[C@]12CS(=O)(=O)C[C@H]1SC(=S)N2c1ccccc1	0.2%	-0.1%	6%	0.8%	20%	-0.8	48	-8%	8%	0%
CCNC(=O)c1ccccc1NC(=O)C1CC(=O)N(C(C)C)C1 (stereo not given)	-5.6%	0.3%	12%	-1.0%	-4%	-1.9	72	7%	12%	34%
Cc1nnc(NC(=O)CSc2nc3c(c(=O)n2C)SC(C)C3)s1 (stereo not given)	-1.4%	-0.1%	5%	-0.1%	0%	0.2	60	-7%	-9%	2%
Cc1cc(C)c(S(=O)(=O)N2CCOCC2)cc1C	-1.5%	0.5%	-1%	-0.5%	-16%	0.6	91	-10%	-20%	7%
Cc1ccc(NC(=O)/C=C\C(=O)NCC(=O)O)cc1	-4.0%	-0.1%	4%	0.0%	1%	-0.9	96	0%	-16%	-13%[20 µM]
Cc1csc(SCC(=O)NC(=O)NCc2ccccc2)n1	12%	-0.1%	9%	0.2%	-3%	-2.5	88	10%	.	22%
COc1ccccc1-c1coc2cc(O)cc(O)c2c1=O	4.7%	-0.2%	10%	0.0%	-2%	0.0	58	-17%	-13%	11%
CCOCCn1c(=O)c2c(nc3n2CC(C)CN3Cc2ccccc2)n(C)c1=O (stereo not given)	1.7%	-0.1%	15%	2.1%	-6%	2.4	65	2%	-11%	-26%
Cc1ccc(NC(=O)c2nc[nH]c2C(=O)N[C@@H](CCCCNC(=O)OC(C)(C)C)C(=O)OC(C)(C)C)cc1	2.1%	0.7%	4%	0.6%	5%	33	88	6%	-8%	5%
CC(=O)Nc1nc(-c2ccc3ccccc3c2)cs1	-1.0%	-0.1%	-4%	-0.2%	8%	-0.7	91	0%	-2%	-8%
Cc1cc(NC(=O)c2ccccc2)ncc1NC(=O)c1cccs1	-8.3%	-0.1%	10%	0.2%	14%	0.1	91	11%	-27%	-4%[20 µM]
O=C(NCCc1ccccc1)c1cc(S(=O)(=O)N2CCCC2)ccc1F	1.2%	-0.2%	3%	0.3%	10%	1.0	53	4%	-7%	-21%
CN(C(=O)COc1ccccc1)c1nnc(C23CC4CC(CC(C4)C2)C3)s1	5.0%	0.3%	11%	3.7%	5%	24	61	3%	104%*	-36%
COc1ccc(/C=N\Nc2ccccn2)c(OC)c1	-3.6%	-0.1%	12%	0.3%	2%	0.2	71	19%	-85%	-62%[20 µM]
Cc1ccc(-c2n[nH]c(=S)n2/N=C/c2ccc(C(=O)O)cc2)cc1	-4.7%	-0.1%	74µM*	0.2%	-2%	-0.8	96	4%	-5%	18%
CC1=CC(C)C(C(=O)O)C(C(=O)O)C1 (stereo not given)	5.3%	0.4%	-3%	-0.9%	12%	1.6	61	9%	7%	20%
Cc1cc(NC(=O)CSc2nc3ccccc3n2CC(=O)N2CC(C)CC(C)C2)no1 (stereo not given)	.	-0.1%	0%	0.2%	5%	2.5	56	-1%	-8%	.
COc1ccc(S(=O)(=O)n2nc(OC(=O)c3cccs3)cc2N)cc1	2.5%	0.0%	-3%	1.0%	-2%	0.6	48	6%	19%	-53%
CC(C)C[C@H](NC(=O)c1nc[nH]c1C(=O)NCC(=O)OC(C)(C)C)C(=O)OC(C)(C)C	3.7%	-0.1%	11%	3.0%	-7%	5.9	94	9%	-7%	1%

Some of the compounds tested; the hit share may differ from the screen's.
